KCNK9 block: blocks the human KCNK9 two-pore domain potassium channel. Q9NPC2. HEK293 KCNK9, FluxOR thallium flux fluorescence; hits give low values. AID 488922. B-score at 10 µM. 310,000 tested, 1.2% active;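 active means ratio B-score over 3 SD below the library mean, with starting fluorescence within 5 SD of its mean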;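 further: negative B-score means less thallium flux so channel inhibition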
hERG protect: hERG (human) protection from proarrhythmic block; 310,000 tested, 0.51% active; activation (rescue from dofetilide block), less the hit threshold, % at 10 µM; CHO-hERG, FluxOR thallium flux, dofetilide IC70 present; Q12809;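 active means activation above the mean of controls blocked by dofetilide plus 5 SD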;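 further: thallium influx through hERG after potassium depolarization seen as dye fluorescence rise; in these data hits start at about 4.7%; inactives centre near -7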
RGS4 inh: human RGS4 inhibition; P49798; 310,000 tested, 0.45% active; B-score at 10 µM; HEK293 M3R/RGS4 inducible, Fluo-4 calcium flux; hits give high values; triggered by carbachol at its EC20;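 active means B-score, a plate-corrected calcium signal, over three deviations above library mean, with baseline fluorescence within five deviations of library mean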;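 further: RGS4 expression induced by doxycycline in cells with stable M3 receptor; B-score is computed from the integrated fluorescence ratio over baseline after carbachol; higher B-score means a larger calcium signal and so more RGS4 inhibition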
Target sequence (P49798 whole entry, looked up): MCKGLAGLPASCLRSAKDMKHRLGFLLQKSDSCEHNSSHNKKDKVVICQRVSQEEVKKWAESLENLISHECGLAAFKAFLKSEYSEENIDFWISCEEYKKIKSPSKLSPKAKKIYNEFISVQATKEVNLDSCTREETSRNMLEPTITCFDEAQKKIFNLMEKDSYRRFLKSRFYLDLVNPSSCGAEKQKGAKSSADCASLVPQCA
HDAC3 inh: inhibitors of human histone deacetylase 3; 320,000 tested, 0.15% active; AID 2718; recombinant HDAC3, fluorogenic peptide/trypsin coupled, fluorescence; inhibition, % at 8.3 µM; O15379; in the data active means inhibition above about 26%, passing the limit was not always enough
KCNQ1 block: inhibitors of human KCNQ1 potassium channel; 310,000 tested, 1.3% active; P51787; CHO-K1 KCNQ1, FluxOR thallium flux fluorescence; hits give high values; B-score at 10 µM;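 active means compounds whose thallium flux B-score, printed positive for inhibition, exceeds three library SD while starting fluorescence stays within three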;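 further: channel opened by potassium depolarization with thallium stimulus after 20 min compound exposure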
Target sequence (P51787 whole entry, looked up): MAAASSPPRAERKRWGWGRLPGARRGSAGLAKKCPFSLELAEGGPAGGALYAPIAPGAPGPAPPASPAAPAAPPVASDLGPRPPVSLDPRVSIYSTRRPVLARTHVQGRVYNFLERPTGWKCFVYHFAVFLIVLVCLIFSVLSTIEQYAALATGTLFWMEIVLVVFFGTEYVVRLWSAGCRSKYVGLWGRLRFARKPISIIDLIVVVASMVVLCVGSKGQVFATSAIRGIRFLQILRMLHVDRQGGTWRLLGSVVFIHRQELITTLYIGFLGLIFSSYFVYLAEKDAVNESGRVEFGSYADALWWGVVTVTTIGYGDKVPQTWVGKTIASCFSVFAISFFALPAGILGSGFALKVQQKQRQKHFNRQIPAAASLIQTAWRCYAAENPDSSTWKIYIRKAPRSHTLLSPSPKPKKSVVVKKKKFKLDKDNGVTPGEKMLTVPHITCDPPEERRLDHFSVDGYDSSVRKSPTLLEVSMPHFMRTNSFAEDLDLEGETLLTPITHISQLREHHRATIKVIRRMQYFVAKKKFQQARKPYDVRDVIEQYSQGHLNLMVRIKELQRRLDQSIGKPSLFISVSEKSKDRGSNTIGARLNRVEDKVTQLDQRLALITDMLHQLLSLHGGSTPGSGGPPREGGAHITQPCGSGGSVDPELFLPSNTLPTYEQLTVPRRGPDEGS
ANO1 block: inhibitors of mouse TMEM16A calcium-activated chloride channel | HEK293 TMEM16A/YFP iodide influx fluorescence, ionomycin | AID 588511 | 310,000 tested, 1.2% active | normalized B-score (activity score, 25-100; higher = stronger inhibition) at 10 µM;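 active means ratio plate-corrected score three or more library SD toward inhibition, starting fluorescence score within five deviations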;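 further: score derived from kinetic fluorescence span divided by baseline fluorescence per well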
SKKanGAS inh: inhibitors of SKKanGAS S. pyogenes growth in kanamycin (SK-promoter or general growth effect) | BacTiter-Glo, 6 h | inhibition, % at 7.5 µM | 300,000 tested, 1.3% active;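 active means mean replicate score, as percent of positive control median, at least 50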;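 further: strain carries kanamycin resistance gene driven by streptokinase promoter and grows in 40 µg/ml kanamycin; loss of luminescence reflects streptokinase promoter inhibition or plain growth inhibition; 0% = median of DMSO wells and 100% = positive control at its reference dose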
KCNQ1 act: potentiators or activators of human KCNQ1 potassium channel; P51787; CHO-K1 KCNQ1, thallium flux FluxOR fluorescence; hits give high values; B-score at 10 µM; 310,000 tested, 0.35% active; AID 2648;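 active means fluorescence ratio B-score, a plate-corrected score, at least three library SD, with initial intensity B-score within 5 SD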
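Doses: Single concentration per compound, DMSO matched to controls | Test system: KCNQ1-transfected CHO-K1 cells | Timing: 90 min dye loading and 20 min compound exposure, both at room temperature | Measured by: Kinetic FluxOR thallium fluorescence, 10-s 1-Hz baseline, 110-s post-stimulus read | Medium: Assay buffer with matched DMSO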
KCNK3 inh: human KCNK3 channel inhibition, primary screen | CHO-KCNK3 thallium flux, FluxOR fluorescence; hits give low values | B-score at 10 µM | O14649 | 340,000 tested, 0.84% active | AID 602410;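 active means B-score under library mean minus 4 SD, starting fluorescence ratio at most library mean plus 5 SD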;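 further: more negative B-score means stronger inhibition of thallium flux through KCNK3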
RGS4 pot: potentiators or activators of RGS4; HEK293 M3R/inducible RGS4, carbachol calcium flux Fluo4; hits give low values; B-score at 10 µM; 310,000 tested, 0.92% active; AID 463111;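 active means B-score of the integrated calcium signal more than 4 SD below the library mean, with starting fluorescence not abnormally high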;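 further: negative B-score means reduced calcium response which marks RGS4 activation or potentiation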
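Assay system: Inducible-RGS4 HEK293 cells carrying M3 receptor | Schedule: Compound preincubation 20 min at room temperature before agonist | Signal: Kinetic calcium fluorescence imaging with Fluo4-AM dye, 2 µM | Read-out basis: B score from integrated fluorescence ratio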
ANO1 activ: mouse TMEM16A channel activation, primary screen; HEK293 TMEM16A/YFP-H148Q/I152L, iodide quench fluorescence; hits give low values; 340,000 tested, 0.3% active; B-score at 10 µM; Q8BHY3;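 active means fluorescence-ratio B-score plate-corrected deviation score at least 3 library SD below zero, with starting fluorescence score within 5 deviations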;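 further: channel opened by trigger with iodide after compound preincubation; score built on the fluorescence ratio of max minus min over baseline; more negative score means more quench and so TMEM16A activation or potentiation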
The depositor's hits bear a star; i = inactive; nt = not tested or not shown.

SMILES	KCNK9 block	hERG protect	RGS4 inh	HDAC3 inh	KCNQ1 block	ANO1 block	SKKanGAS inh	KCNQ1 act	KCNK3 inh	RGS4 pot	ANO1 activ
COc1ccccc1S(=O)(=O)Nc1ccc(-c2nnc3n2CCCCC3)cc1	i	-3	i	7	i	i	-8	i	i	i	i
COc1ccc(-n2c(=O)cc(N3CCN(Cc4ccccc4)CC3)[nH]c2=O)cc1	i	-1	i	10	i	i	-3	i	i	i	i
COc1ccc(NC(=O)NC2CCCCCCC2)cc1	i	-4	i	1	i	i	nt	i	i	i	i
C/C(CC(=O)Nc1cccc(Cl)c1Cl)=N\NC(=O)c1ccccc1N	i	-14	i	-7	i	i	-6	i	i	i	i
O=C(c1cn(-c2ccccc2)nc1-c1ccc(Cl)s1)N1CCOCC1	i	-14	i	5	i	i	-3	i	i	i	i
Cc1ccc(NC(=O)C2CCCN(C(=O)c3ccc(Cl)cc3)C2)cc1S(=O)(=O)N1CCOCC1 (stereo not given)	i	-11	i	3	i	i	-2	i	i	i	i
COc1ccc(Cl)cc1NC(=O)NNC(=O)c1ccccn1	i	-8	i	4	i	i	0	i	i	i	i
CN(CCc1ccccc1)C(=O)CCc1nnc(Cc2ccc3c(c2)OCO3)o1	i	-2	i	0	i	i	-3	i	i	i	i
COCCn1c(SCC(=O)Nc2ccc(C(N)=O)cc2)nc2c([nH]c3ccccc32)c1=O	i	-4	i	-9	i	i	0	i	i	i	i
COC(=O)c1ccc(/C=C/c2c(-c3ccsc3)sc3ccccc23)cc1	i	-6	i	1	i	i	11	i	i	i	i
Cc1ccccc1Nc1nc(N)nc(CN2CCN(C(=O)c3ccccc3)CC2)n1	i	-8	i	1	i	i	5	i	i	i	i
CC(/C=N/NC(=O)CNc1n[nH]c(=O)[nH]c1=O)c1ccccc1 (stereo not given)	i	-9	i	3	i	i	-3	i	i	i	i
O=C(NNS(=O)(=O)c1ccccc1[N+](=O)[O-])c1ccc(O)cc1	i	-12	i	-3	i	i	-2	i	i	i	i
COc1ccc2cc(C(=O)CS(=O)(=O)c3ccccc3)c(=O)oc2c1	i	-5	i	-1	i	i	8	i	i	i	i
O=C(O)c1ccccc1C(=O)Nc1ccc(Br)c(C(F)(F)F)c1	i	-9	i	-3	i	i	2	i	i	i	i
CCOC(=O)C1CCCCN1Cc1cccc(OC)c1OC (stereo not given)	i	-4	i	0	i	i	-2	i	i	i	i
O=C(c1ccccc1)N1CCCN(c2nccc(C(F)(F)F)n2)CC1	i	-9	i	2	i	i	6	i	i	i	i
CN1CCN(C2=CC(=O)OC23CCCCC3)CC1	i	-7	i	1	i	i	17	i	i	i	i
Cc1cc(NC(=O)CSc2nc3c(C)ccc(C)c3cc2C#N)no1	i	-5	i	2	i	i	2	i	i	i	i
O=C(CCNS(=O)(=O)c1ccccc1)OCC(=O)c1ccc(Br)cc1	i	-7	i	7	i	i	4	i	i	i	i
NC(=O)CC(NC(=O)c1ccc(Br)cc1)c1ccc(NCc2ccc(F)c(F)c2)c([N+](=O)[O-])c1 (stereo not given)	i	-9	i	-18	i	i	16	i	i	i	i
O=C(c1cccc(N2C(=O)C3C4C=CC(C4)C3C2=O)c1)N1CCN(c2ccccc2)CC1 (stereo not given)	i	-9	i	0	i	i	2	i	i	i	i
CCOC(=O)c1ccccc1NC(=O)CN(c1ccccc1C)S(C)(=O)=O	i	-4	i	-3	i	i	3	i	i	i	i
CC(C)[C@H](NC(=O)[C@@H]1Cc2ccccc2CN1C(=O)OC(C)(C)C)C(=O)NCC1CCCO1 (stereo not given in full)	i	-7	i	-1	i	i	-18	i	i	i	i
O=C(CN(c1ccccc1)S(=O)(=O)c1ccccc1[N+](=O)[O-])N1CCCC1	i	-6	i	-11	i	i	-1	i	i	i	i
Cc1cc(NCCN2CCOCC2)n2nc(C)c(-c3ccc(Cl)cc3)c2n1	i	-8	i	0	i	i	-3	i	i	i	i
CC(NC(=O)C12CC3CC(CC(C3)C1)C2)c1ccc2c(c1)OCCO2 (stereo not given)	i	-5	i	1	i	i	-1	i	i	i	i
Cc1ccc(NC(=O)CSc2nnc(CNC(=O)c3cccs3)o2)cc1	i	-8	i	-4	i	i	-12	i	i	i	i
COc1ccc(C(=O)O)cc1S(=O)(=O)Nc1ccccc1-c1ccccc1	i	-3	i	-2	i	i	1	i	i	i	i
CC1(C)CC(NC(=O)C(C)(C)Oc2ccc(Cl)cc2)CC(C)(C)N1	i	-8	i	-1	i	i	-7	i	i	i	i
O=C1c2cccnc2C(Nc2ccc(S(=O)(=O)N3CCCCCC3)cc2)N1Cc1ccccc1 (stereo not given)	i	-9	i	-1	i	i	3	i	i	i	i
N#CC1=C(N)Oc2c(oc(CO)cc2=O)C1c1ccsc1 (stereo not given)	i	-6	i	7	i	i	-5	i	i	i	i
COc1ccc(NC(=O)c2cnn(-c3ccccc3)c2C)c(OC)c1	i	-9	i	0	i	i	-7	i	i	i	i
Cc1cc(C)cc(N=Cc2ccc([N+](=O)[O-])s2)c1	i	-4	i	-2	i	i	6	i	i	i	i
CC(C)CC(=O)Nc1nnc(SCC(=O)Nc2ccc3c(c2)OCO3)s1	i	-10	i	1	i	i	-8	i	i	i	i
Oc1cccc(Nc2c3ccccc3nc3ccccc23)c1	i	-9	i	-5	i	i	4	i	i	i	i
Cc1onc(-c2ccccc2)c1-c1n[nH]c(=S)n1-c1ccccc1	i	-20	i	-12	i	i	1	i	i	i	i
COc1ccc2c(CC(=O)Nc3ccccc3N3CCOCC3)coc2c1	i	-10	i	nt	i	i	5	i	i	i	i
Cc1cc(CNC(=O)c2cc(Br)ccc2Cl)nn1C	i	-7	i	-1	i	i	-1	i	i	i	i
O=C(Cn1c(C(=O)N2CCc3ccccc3C2)cc2sccc21)c1ccccc1	i	-19	i	-2	i	i	1	i	i	i	i
O=C1Cc2cc(S(=O)(=O)Nc3ccccc3Cl)cc3c2N1CCC3	i	-8	i	3	i	i	2	i	i	i	i
CCCCn1c(SCC(=O)N2CCCC2)nnc1-c1ccccc1	i	-10	i	-8	i	100*	-5	i	i	i	i
CCOC(=O)N1CCN(S(=O)(=O)N2CCCC(C(=O)NCCCN3CCCCC3CC)C2)CC1 (stereo not given)	i	-5	i	-7	i	i	8	i	i	i	i
Cc1nnc(NC2CCCCC2)[nH]c1=O	i	-8	i	-4	i	i	9	i	i	i	i
COc1ccccc1N1CCN(C(=O)CSc2nnc3c4ccccc4nc(Cc4ccccc4)n23)CC1	i	-12	i	-2	i	i	31	i	nt	i	nt
Cc1cc([N+](=O)[O-])nn1CCCC(=O)Nc1sc2c(c1C(N)=O)CCC(C)C2 (stereo not given)	i	-11	i	-3	i	i	-1	i	i	i	i
CCOC(=O)C(Cc1ccccc1)NC(=O)CNC(=O)CNC(=O)OCc1ccccc1 (stereo not given)	i	-7	i	9	i	i	-1	i	i	i	i
Cc1ccc(NS(=O)(=O)c2cc3[nH]c(=O)c(=O)[nH]c3cc2C)c(C)c1	i	-9	i	0	i	i	-2	i	i	i	i
Cc1ccc(-c2cc(C(=O)N/N=C/c3ccco3)[nH]n2)cc1	i	-9	i	2	i	i	9	i	i	i	i
Cn1c(C(=O)N2CCCC(C(=O)NCCN3CCOCC3)C2)cc2sccc21 (stereo not given)	i	7.3*	i	-6	i	i	3	i	i	i	i
COc1cc(-c2nc(C(F)(F)F)c(OC)o2)cc(OC)c1OC	i	-13	i	0	i	i	-6	i	i	i	i
COc1ccc(-n2nc(C(=O)NCC(=O)N3CC(C)CC(C)C3)c3ccccc3c2=O)c(OC)c1 (stereo not given)	i	-7	i	1	i	i	5	i	i	i	i
C/C(=N\OCc1ccc(C#N)cc1)c1ccccc1	i	-4	i	2	i	i	0	i	i	i	i
CC(Sc1nnc2c(n1)C1(C)CCC2C1(C)C)C(=O)Nc1ccccc1 (stereo not given)	i	-6	i	2	i	i	-2	i	i	i	i
O=C(O)c1ccc(CS(=O)(=O)c2ccc(Br)cc2)cc1	i	-5	i	2	i	i	-12	i	i	i	i
CCOC(=O)c1c(CC(C)C)csc1/N=C/C1C(=O)CCCC1=O	i	-3	i	1	i	i	12	i	i	i	i
Cc1ccc(-c2nc3cccnc3s2)cc1NS(=O)(=O)c1ccc2c(c1)CCCC2	i	-12	i	2	i	i	26	i	i	i	i
CN(C)CCC(=O)c1ccc(Cl)cc1	i	-9	i	3	i	i	2	i	i	i	i
O=C(COC(=O)c1ccc(S(=O)(=O)N2CCCCC2)cc1)NCc1ccco1	i	-10	i	0	i	i	12	i	i	i	i
CSc1nc(N2CCOCC2)c2sccc2n1	i	-22	i	2	i	i	3	i	i	i	i

(further entries)
SMILES	KCNK9 block	hERG protect	RGS4 inh	HDAC3 inh	KCNQ1 block	ANO1 block	SKKanGAS inh	KCNQ1 act	KCNK3 inh	RGS4 pot	ANO1 activ
CC(C)N(CCn1c(=S)[nH]c2ccccc2c1=O)C(C)C	i	-3	i	0	i	i	1	i	i	i	i
Cc1ccccc1-c1nnc(SCC(=O)N2CCCC2)o1	i	-4	i	-11	i	i	-2	i	i	i	i
Cc1ccc2c(c1)/C(=N/N1C(=O)c3ccccc3C1=O)C(=O)N2	i	-1	i	1	i	i	-5	i	i	i	i
Cc1csc(Nc2cccc3ccccc23)n1	i	-3	i	5	i	i	0	i	i	i	i
O=C1C2C(c3ccccc3)C=CC(c3ccccc3)C2C(=O)N1CCCO (stereo not given)	nt	nt	nt	-3	nt	i	2	nt	i	nt	i
C=C(C)c1cccc(C(C)(C)NC(=O)N2CCN(c3ncccn3)CC2)c1	i	-3	i	-3	i	i	-2	i	i	i	i
Cn1c(=O)c(=O)n(C)c2cc(S(=O)(=O)N3CCCC3C(=O)NCc3ccco3)ccc21 (stereo not given)	i	-11	i	1	i	i	-5	i	i	i	i
O=C(O)Cc1ccc(NC(=O)COc2ccc3ccccc3c2)cc1	i	-9	i	-6	i	i	2	i	i	i	i
CCN1CCN(C(=O)Cn2ncc3c2-c2ccccc2OC3)CC1	i	-6	i	0	i	i	0	i	i	i	i

Assay outcomes from PubChem BioAssay.
